Screening data (PubChem BioAssay)
mcGAS RapidFire – mouse cGAS inhibition by mass spec; Q8C6L5; recombinant mouse cGAS, cGAMP by RapidFire MS; inhibition, % at 12.5 µM; 130,000 compounds, 0.18% hits;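 active = inhibition of cGAS enzyme activity at or above 60%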;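 also: enzyme stimulated by 45 bp dsDNA with ATP and GTP substrates; cGAMP share of summed cGAMP plus half ATP and half GTP signals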
Target sequence (Q8C6L5 whole entry, looked up): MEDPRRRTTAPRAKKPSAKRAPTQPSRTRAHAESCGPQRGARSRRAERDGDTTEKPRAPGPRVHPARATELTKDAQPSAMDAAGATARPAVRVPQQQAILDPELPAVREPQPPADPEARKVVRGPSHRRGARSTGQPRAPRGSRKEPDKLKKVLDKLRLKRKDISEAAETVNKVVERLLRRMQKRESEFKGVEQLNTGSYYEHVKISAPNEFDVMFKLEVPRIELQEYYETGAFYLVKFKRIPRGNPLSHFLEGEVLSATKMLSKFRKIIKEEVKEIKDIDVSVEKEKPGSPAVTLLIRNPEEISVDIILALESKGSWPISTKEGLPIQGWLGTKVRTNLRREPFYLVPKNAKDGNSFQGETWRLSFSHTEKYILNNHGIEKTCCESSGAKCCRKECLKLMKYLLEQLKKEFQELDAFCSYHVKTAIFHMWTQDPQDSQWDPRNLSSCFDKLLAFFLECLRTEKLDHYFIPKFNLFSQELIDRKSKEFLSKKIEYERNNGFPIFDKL
Numbers without * were called inactive; & = joins results of further samples.

SMILES | mcGAS RapidFire
Cc1c(Cc2ccc(Cl)cc2)c(=O)n2c([nH]c3ccccc32)c1C#N | -2
O=C(COc1ccc2c3c(c(=O)oc2c1)CCC3)NCCc1cccs1 | -5
CC(=O)N1N=C(Cc2ccccc2)OC1C(=O)NCC(=O)OC(C)(C)C (stereo unspecified) | -4
CN(C)CCCN(CC1CCN(C2Cc3ccccc3C2)CC1)C(=O)c1cccnc1 | -9
O=C(OCc1nc2ccccc2c(=O)[nH]1)c1ccc2c(c1)OCCCO2 | -2
Cc1cc(CNC(=O)c2cc(C(C)C)n(C)n2)ccc1S(C)(=O)=O | -6
Cc1nn(-c2ccccc2)c(C)c1C(CN)C(F)(F)F (stereo unspecified) | -6
c1nc(Nc2ccc3c(c2)OCCCO3)c2c3c(sc2n1)CCCC3 | -9
CCCC(=O)Nc1ncnc2c1ncn2C1O[C@@H]2COP(=O)(O)O[C@H]2[C@H]1OC(=O)CCC (stereo partly specified) | -3
CN(C)c1cccc(C(=O)N2CCC(c3ccc(O)cc3)CC2)c1 | -6
COc1ccc(C(=O)c2ccccc2O)c(O)c1 | -2
COc1cc(CN2C(=O)C3(CCC3)ON=C2c2cccs2)cc(OC)c1 | 9
O=C(NCC1CCCN(Cc2cccc(O)c2)C1)c1cccs1 (stereo unspecified) | -2
c1ccc(-n2cccc2CN2CCCC2c2nc(-c3cccnc3)no2)nc1 (stereo unspecified) | -12
CCN(CC)C(=O)CCCNc1nc(C(F)(F)F)ccc1C#N | -13
O=C(Nc1c(F)cccc1OCc1ccccc1)c1ccoc1 | -14
O=C(Nc1cccc(F)c1)N(CCc1ccccc1)C1CCCC1 | -5
CC1CCCN(Cc2nc3c(c(=O)n(C)c(=O)n3C)n2Cc2ccc(Cl)c(Cl)c2)C1 (stereo unspecified) | -5
Cc1ccc2c(c1)c(CNC(=O)CCN1CCCCO1)nn2C | -8
Cc1ccccc1C1CCCN1C(=O)c1cnn2ccn(C)c12 (stereo unspecified) | -17
COc1ccc(Cl)c2sc(N(Cc3cccnc3)C(=O)C3=COCCO3)nc12 | -13
COCCN(Cc1ccncc1)Cc1ccc(C)cc1 | -32
CC(C)N1CCCC(C(=O)Nc2ccccc2Oc2ccccc2)CC1 (stereo unspecified) | -2
COc1cc(-c2ccc(S(N)(=O)=O)cc2F)cc(OC)c1OC | -3
NS(=O)(=O)c1cc(C(=O)O)cs1 | 2

16 entries from above, set out differently:
mcGAS RapidFire | smiles
-4 | CC(=O)N1N=C(Cc2ccccc2)OC1C(=O)NCC(=O)OC(C)(C)C (stereo unspecified)
-9 | CN(C)CCCN(CC1CCN(C2Cc3ccccc3C2)CC1)C(=O)c1cccnc1
-2 | O=C(OCc1nc2ccccc2c(=O)[nH]1)c1ccc2c(c1)OCCCO2
-6 | Cc1cc(CNC(=O)c2cc(C(C)C)n(C)n2)ccc1S(C)(=O)=O
-6 | Cc1nn(-c2ccccc2)c(C)c1C(CN)C(F)(F)F (stereo unspecified)
-9 | c1nc(Nc2ccc3c(c2)OCCCO3)c2c3c(sc2n1)CCCC3
-3 | CCCC(=O)Nc1ncnc2c1ncn2C1O[C@@H]2COP(=O)(O)O[C@H]2[C@H]1OC(=O)CCC (stereo partly specified)
-6 | CN(C)c1cccc(C(=O)N2CCC(c3ccc(O)cc3)CC2)c1
-2 | COc1ccc(C(=O)c2ccccc2O)c(O)c1
9 | COc1cc(CN2C(=O)C3(CCC3)ON=C2c2cccs2)cc(OC)c1
-2 | O=C(NCC1CCCN(Cc2cccc(O)c2)C1)c1cccs1 (stereo unspecified)
-12 | c1ccc(-n2cccc2CN2CCCC2c2nc(-c3cccnc3)no2)nc1 (stereo unspecified)
-13 | CCN(CC)C(=O)CCCNc1nc(C(F)(F)F)ccc1C#N
-14 | O=C(Nc1c(F)cccc1OCc1ccccc1)c1ccoc1
-5 | O=C(Nc1cccc(F)c1)N(CCc1ccccc1)C1CCCC1
-5 | CC1CCCN(Cc2nc3c(c(=O)n(C)c(=O)n3C)n2Cc2ccc(Cl)c(Cl)c2)C1 (stereo unspecified)

Carrying on.
SMILES | mcGAS RapidFire
CCc1nc(C)sc1CN1CCC=C(CC(C)NC(C)=O)C1 (stereo unspecified) | 8
Cc1ccc(NC(=O)Cn2ccnc2)cc1S(=O)(=O)N1CCCCC1 | -7
CC(C)(C)OC(=O)N(CC1CC1)C1CCNCC1 | -6
Cc1nc(N2CCC(C(=O)NCC3CCCO3)CC2)c2c(C)c(C)sc2n1 (stereo unspecified) | 1
COc1ccc(CCCCC(=O)NC(C)c2cccnc2)cc1 (stereo unspecified) | 3
CCOC(=O)C1(CCOc2ccccc2)CCCN(C(=O)CSC)C1 (stereo unspecified) | -1
CC(C)Cn1nnnc1SCCS(=O)c1ccccc1 (stereo unspecified) | 10
Cc1noc(C)c1CNC(=O)N(CC1CCCCC1)C1CC1 | -2
Cc1cc(C)c(C)c(SCC(=O)NC(=O)NCC(F)(F)F)c1C | -8
CNC(=O)Cc1ccc(Nc2nccc(OC)n2)cc1 | -2
CCCC1=NN(C(C)=O)C(C(=O)NC2CC(C)(C)N(C)C(C)(C)C2)O1 (stereo unspecified) | -17
CCCNC(=O)C(C)NC(=O)NCCc1ccn(-c2ccccc2)n1 (stereo unspecified) | 5
COc1cc(OC)c(CNC(=O)N2CCCCC2C)c(OC)c1 (stereo unspecified) | -6
O=C(c1cccc2ccnn12)N(CCO)Cc1nccs1 | -16
Cc1cc(N2CCCC2)ccc1NS(=O)(=O)c1ccccc1Cl | -10
OCc1ccccc1-c1nccc(C(F)(F)F)n1 | -16
Cc1ccc(C)c(OCC(O)CN2C(=O)NC3(CCC(C(C)(C)C)CC3)C2=O)c1C (stereo unspecified) | -8
C=CCn1c(Sc2ccc(S(C)(=O)=O)cc2[N+](=O)[O-])nnc1C1CCCCC1 | 7
CC(C)(C)c1cc2nc(C(=O)O)cc(-c3ccccc3Cl)n2n1 | -8
CCCCc1noc(Cn2cnc3ccccc32)n1 | 4
NC(=O)CN1CCN(S(=O)(=O)c2cccc(Cl)c2)CC1 | -5
CCOc1ccccc1NC(=O)C1C2CC3CC(C2)CC1C3 (stereo unspecified) | -19
CN1CCCN=C1/C=C/c1cccs1 | -6&5
CCCCC1C=CCN1C(=O)CN1C(=O)NC(C)(C)C1=O (stereo unspecified) | -7
Cc1n[nH]c(C)c1Cc1n[nH]c(=O)n1CC1CCCCC1 | -18
SMILES | mcGAS RapidFire
O=c1cc(C2CCCNC2)nc(-c2csc3c2CCCC3)[nH]1 (stereo unspecified) | 5
CC1CCN(C(=O)c2ccn(C(C)C)n2)C1 (stereo unspecified) | 11
Cc1nc(CN(C)c2nc3nonc3nc2NCc2ccccc2)cs1 | -9
CC(C)(C)c1nnnn1CCC1OCCCO1 | 1
CC1(C(=O)NS(=O)(=O)c2cccc(C#N)c2)CCN1C(=O)CC1CCCCC1 (stereo unspecified) | -7
CCCOc1ccccc1C=C(C#N)c1ccc([N+](=O)[O-])cc1 | -3
Cc1ccsc1C(=O)N1CCC(CCC(=O)Nc2ccc3c(c2)OCCO3)CC1 | -3
CCOC(=O)C1(CCOc2ccccc2)CCCN(C(=O)Cn2cccn2)C1 (stereo unspecified) | -5
COc1ccc(OC)c(C=NNC(=O)c2cccc(I)c2)c1 | -1
O=C(O)CSc1nnc(-c2ccco2)o1 | 21
CN1CCOc2cc(C(=O)N[C@@H]3C[C@@H](CO)N(C)C3)ccc21 | -4
CCCc1nc(C(=O)N2CCN3C(=O)CNC(=O)C3C2)cs1 (stereo unspecified) | -10
CCC(C)NC(=O)NC(C(=O)NC)c1ccccc1 (stereo unspecified) | 4
CCn1nnc2c(N3CCN(c4cccc(C(F)(F)F)c4)CC3)ncnc21 | -11
CCCCn1c(N)c(N(CC)C(=O)C=Cc2ccco2)c(=O)[nH]c1=O | -27
Cc1ccc(Oc2ncc(Cl)cc2Cl)c([N+](=O)[O-])n1 | -1
CCOC(=O)C1(CCc2ccccc2)CCN(C(=O)CCc2c(C)noc2C)CC1 | -5
O=c1c2ccccc2nnn1CSc1ccc(F)cc1 | -2
O=C(NCC1CCCN(Cc2cccc(F)c2F)C1)c1cccs1 (stereo unspecified) | -4
Fc1ccccc1N1CCN(Cn2[nH]c(-c3ccccc3)nc2=S)CC1 | 5
Cc1cc(C)c(-n2cnnn2)c(C)c1 | -6
CCOC(=O)C1(C)CCCN1C(=O)c1cc(C)on1 (stereo unspecified) | 0
O=C(C1CCOCC1)N1CCC2(CCCN(Cc3ccccc3F)C2=O)C1 (stereo unspecified) | -11
C=C1c2ccccc2C(=O)N1CC(=O)Nc1cccc(NC(=O)c2ccco2)c1 | 1
CC(C)COC(=O)N1CCN(CCN2CCOCC2)CC1 | -7
SMILES | mcGAS RapidFire
Cc1ccc(F)c(NC(=O)C2CCCN(CC(C)C)C2)c1 (stereo unspecified) | -7
O=S1(=O)N=C(c2ccccc2)c2ccccc2N1 | -7
OC(COc1ccc(Br)cc1)C[N+]1(Cc2ccccc2)CCCCC1 (stereo unspecified) | -8
CCc1ccc(C(NCC(=O)NC2(C#N)CCCC2)c2cccs2)cc1 (stereo unspecified) | 7
Cc1[nH]c(=O)[nH]c(=O)c1CC(=O)Nc1cccc(NS(C)(=O)=O)c1 | -5
O=C(O)CC1CNCCN(C(=O)CCc2ccc3c(c2)OCO3)C1 (stereo unspecified) | -11
CC1(C)NC(=O)N(CCCN2CCCC2c2cccc(Br)c2)C1=O (stereo unspecified) | -5
C=CCN=c1scc(-c2ccc(C)c(C)c2)n1N=Cc1cccnc1 | -14
CCOC(=O)C1(C)CCCN1C(=O)c1ccc(Cl)cc1Cl (stereo unspecified) | 4
Cc1cccc(-n2c(=O)n(CCC(C)C)c(=O)c3[nH]cnc32)c1 | 2
COc1ccc(-n2cccn2)c(CN2CCN(c3cc(C)nc(N)n3)CC2)c1 | -14
O=C(c1ccc2c(c1)CCO2)N1C[C@H]2OC(=O)N(Cc3ccccn3)[C@H]2C1 | -13
Cc1nc(SC(F)F)[nH]c(=O)c1CCC(=O)NCc1ccccn1 | -3
COc1ccc(-n2nnnc2SCc2csc(-c3cccc(OC)c3OC)n2)cc1 | -1
Cc1ccccc1CCC1CCCN(S(C)(=O)=O)C1 (stereo unspecified) | -1
CCC(C)NCc1c(-c2ccccc2)noc1N1CCSCC1 (stereo unspecified) | -11
Cc1ccc(-c2cc(O)c3c(c2)CN(C(=O)C2CCN(C)C2)CCO3)s1 (stereo unspecified) | -22
COCC(=O)N1CCCN(Cc2c(C)nc3ccc(Cl)cn23)CC1 | -4
CN(C)CCN(CCN(C)C)C(=O)NC1CCC(O)CC1 (stereo unspecified) | -9
CNc1nc(-c2cc(NCc3ccccn3)nc3[nH]ccc23)nc2c1CCC2 | -8
CCn1c(CC2CCNCC2)nn(CC(=O)NCC2CCCO2)c1=O (stereo unspecified) | -14
CC(=O)N1CCN(c2ncccc2CNC(=O)C2CC23CCCCC3)CC1 (stereo unspecified) | -4
CNc1cncc(-c2cccc(COC)c2)n1 | -6
COc1cc(C=C(C#N)S(=O)(=O)c2cc(Br)ccc2Br)cc(OC)c1 | -7
COC(=O)c1sccc1NS(=O)(=O)c1ccc(F)c(F)c1 | -6
SMILES | mcGAS RapidFire
Cc1ccc(Oc2ncccc2CNC(=O)CCc2cnn(C)c2)cn1 | -10
CC(C)N1CCC(C)(C(=O)Nc2cc(-c3ccccc3)nn2C)C1 (stereo unspecified) | -8
Cc1[nH]c(=O)[nH]c(=O)c1Cc1nnc(SCc2cccc(C(F)(F)F)c2)o1 | -10
CCOC(=O)Cn1cnc2c(nnn2Cc2ccc(Cl)cc2)c1=O | 3
CCCS(=O)(=O)NC1CC(=O)N(CCc2cccc(Cl)c2)C1 (stereo unspecified) | -10
CCC(=O)Nc1ccc(S(=O)(=O)Nc2cc(-c3ccc(OC)nn3)ccc2C)cc1 | -12
Cc1cccc(Cn2cnc3c(nnn3Cc3ccc(F)cc3)c2=O)c1 | 5
C=CCN=c1scc(-c2cc(OC)ccc2OC)n1N=C(C)c1ccncc1 | -17
COc1cccc(CN2CC(C(=O)N3CCC(OCc4ccccn4)CC3)CCC2=O)c1 (stereo unspecified) | -4
OCCC1CN(Cc2cc3ccccc3s2)CCN1C1CCCC1 (stereo unspecified) | -1&1
Cn1cc(C(=O)Nc2cccc(C(F)(F)F)c2)c2[nH]c(=O)n(-c3ccc(F)cc3)c(=O)c21 | -28
COC(=O)c1ccccc1NC(=O)N1CCCC(C(=O)c2cccc(OC(C)C)c2)C1 (stereo unspecified) | -4
CCCc1n[nH]c(=O)n1[C@@H](CC)c1ccccc1 | 3
O=C(Nc1ccc2c(c1)CN(C(=O)Cn1cncn1)CC2)C1CCCO1 (stereo unspecified) | -3&-3
CCOC(=O)c1cnn(CCN(C)Cc2ccc(C#N)cc2)c1N | -13
CCOC(=O)Cn1cnc2c(nnn2-c2ccccc2)c1=O | 3
Cc1cc(C(=O)Nc2c(C)n[nH]c2C)cc(C)c1OC(F)F | -17
Cn1c(NCC2(N3CCCCC3)CCCCC2)c(C#N)c(=O)n(C)c1=O | -5
Cc1ccc(Oc2ccc(Cl)cc2NCC(=O)NC2CCS(=O)(=O)C2)cc1 (stereo unspecified) | -13
Cc1cc(C)c2cc(C(=O)N(Cc3ccccn3)C3CC3)[nH]c2c1 | 3
O=C(NCC1CCCN(C(=O)CN2CCOC2=O)C1)c1ccc(-c2ccccc2)cc1 (stereo unspecified) | -7
COc1ccc(Nc2ncccc2C(=O)NCC2COc3ccccc3O2)cc1 (stereo unspecified) | 4
c1ccc(Cn2cccc2CNCc2ccc(N3CCCC3)nc2)cc1 | 2
CCCn1cc(CNC(=O)C2CCOC2)cn1 (stereo unspecified) | -19
c1cn2ccnc2c(N2CCOCC2)n1 | -4
SMILES | mcGAS RapidFire
Cc1nc(Cl)cc(N2CCN(C3CCOC3)CC2)n1 (stereo unspecified) | 0
CCC1CN(C(=O)CCc2n[nH]c(C)c2C)CCN1C(C)C (stereo unspecified) | -12
CCCCn1c(N)cc(=O)[nH]c1=O | -4
CN(C(=O)c1cc(C(=O)N(C)C2CCCCC2)cc([N+](=O)[O-])c1)C1CCCCC1 | -12
COc1ccc2c(CC(=O)NC(C)C(C)C)coc2c1 (stereo unspecified) | -6
Cn1cnnc1SCC(=O)Nc1ccc2c(c1)OCO2 | -8

These rows are one share of the data (hit frequency here may not be typical).
